# PKM2 act – qHTS Assay for Activators of Human Muscle isoform 2 Pyruvate Kinase; 0.34% of 260,000 active; Potency, µM (doses to about 57.5 µM), inactives show at the highest dose activation, actives largely listed as activators; Pyruvate kinase PKM (Homo sapiens), P14618; AID 1631, 2009; purified PKM2, Kinase-Glo ATP luminescence, activation; response scale: 0% is enzyme alone, no compound; note: potency is the fitted concentration of half-maximal effect; nearly all actives have a fitted effect of over 55% in size
# Target sequence (P14618 whole entry, looked up, canonical isoform): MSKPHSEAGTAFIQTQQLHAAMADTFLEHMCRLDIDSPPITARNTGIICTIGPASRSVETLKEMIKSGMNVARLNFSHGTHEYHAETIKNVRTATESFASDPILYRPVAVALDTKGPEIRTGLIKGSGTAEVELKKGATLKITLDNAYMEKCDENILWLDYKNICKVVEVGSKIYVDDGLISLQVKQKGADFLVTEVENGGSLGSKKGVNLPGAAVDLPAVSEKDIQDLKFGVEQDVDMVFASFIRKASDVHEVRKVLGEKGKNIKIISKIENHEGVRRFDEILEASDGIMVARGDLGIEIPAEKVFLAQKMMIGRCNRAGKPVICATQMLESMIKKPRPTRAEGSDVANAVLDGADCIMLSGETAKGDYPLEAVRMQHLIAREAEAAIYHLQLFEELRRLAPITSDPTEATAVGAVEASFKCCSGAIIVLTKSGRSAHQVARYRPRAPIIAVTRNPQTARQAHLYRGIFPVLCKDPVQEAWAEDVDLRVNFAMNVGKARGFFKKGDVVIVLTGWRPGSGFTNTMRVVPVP
#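 ATP formation by purified human PK-M2, quantified via coupled luciferase luminescence after 1 h at room temperature with 0.1 mM ADP and 0.5 mM PEP final.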
# USP2a block – qHTS Assay for Inhibitors of Ubiquitin-specific Protease USP2a Using CHOP2 as the Reporter; Ubiquitin carboxyl-terminal hydrolase 2 (Homo sapiens), O75604; USP2 core, Ub-CHOP2 coupled fluorogenic reporter, 485/531; Potency, µM (series often up to 38.3 µM), inactives show at the top dose activity change, negative = inhibition, usual class: inhibitors; 0.01% of 330,000 active;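 note: potency is the fitted concentration of half-maximal effect; plate controls were DMSO wells for no effect and full inhibition by NEM control for full effect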
#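 Cell-free coupled assay: 10nM USP2 core preincubated 30min RT with compound in Tris-HCl pH 8.0/CaCl2/CHAPS buffer, then 25nM Ub-CHOP2 and 25nM reporter substrate; fluorescence (Ex 485/Em 531) read after 60min RT, normalized to NEM inhibition, concentration-response curves fitted.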
# Coupling enz – qHTS Assay for Inhibitors of Fructose-1,6-bisphosphate Aldolase from Giardia Lamblia: Coupling assay counterscreen | coupling enzyme system counterscreen, AmpLite Red fluorescence | activity change, negative = inhibition, % at 58.2 µM, hits read low | 0.67% of 290,000 active | AID 2472, 2010; in the data active = activity change below about -30%
#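 Activity here indicates interference with the coupling reaction, not aldolase inhibition. Compounds at 57.5 uM final met coupling enzymes for 10 min at RT; substrate and AmpLite Red detection followed, with a 525/598 nm fluorescence read after 20 min.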
# uPA surface inh – qHTS for Inhibitors of Cell Surface uPA Generation | AID 540303, 2011 | cell surface uPA generation assay, qHTS | 0.31% of 330,000 active | Potency, µM (highest dose often 38.3 µM), for the others: top-dose activity change, negative = inhibition, most hits filed as inhibitors; active = well fitted inhibition curve with a large enough effect; inconclusive = small, poorly fitted or top-dose-only effect; inactive = no such curve, though single readings can be large or run the other way; tested in mouse RAW 264.7 cells; note: potency is the fitted concentration of half-maximal effect; nearly all actives have a fitted effect of over 55% in size
# B2AR arrestin – qHTS assay of beta-arrestin-biased ligands of beta2-adrenergic receptor; Beta-2 adrenergic receptor (Homo sapiens), P07550; beta-arrestin recruitment to beta2AR, cell-based reporter; Potency, µM (top dose mostly 46.1 µM), inactives show at the highest dose activation, actives largely listed as activators; 0.02% of 330,000 active; AID 492947, 2010;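 note: potency is the fitted concentration of half-maximal effect; 0% = DMSO controls and full agonism = EC100 isoproterenol or metaproterenol; nearly all actives have a fitted effect of over 65% in size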
# GALK inh – qHTS Assay for Inhibitors of Human Galactokinase (GALK). P51570. Potency, µM (highest dose often 57.5 µM), for inactives: at the highest dose activity change, negative = inhibition, usual class: inhibitors. Purified GALK, Kinase-Glo residual ATP luminescence. 0.007% of 270,000 active. AID 1868, 2009; note: potency is the fitted concentration of half-maximal effect
#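 Luminescence from leftover ATP (Ultra-Glo luciferase/luciferin) served as read-out after a 1 h room-temperature reaction of 5 nM GALK with 35 uM ATP and 100 uM galactose.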
# Giardia kill – Small Molecules that selectively kill Giardia lamblia: qHTS; Giardia lamblia trophozoite viability; activity change, % at 7.66 µM, hits read low; 0.15% of 340,000 active; AID 540267, 2011; in the data active = activity change below about -80%; inconclusive = between about -30% and that limit;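 note: parasites exposed to compound for two days anaerobically before the ATP read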
#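 Trophozoites 100 cells/well + cpd; 48 hrs, 37 deg C, anaerobic. ATPLite 1-Step added, 15-30 min RT, luminescence read (ATP-based viability).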
# Chronic BCR inh – qHTS Assay to Find Inhibitors of Chronic Active B-Cell Receptor Signaling; AID 493014, 2011; ABC-DLBCL IkBa-CBG/CBR reporter, luminescence ratio, 4 h; 0.05% of 340,000 active; Potency, µM (doses to about 46.1 µM), for inactives: top-dose ratio change, negative = lower green/red ratio, most hits filed as inhibitors; active = well fitted inhibition curve with a large enough effect in the signal ratio, with a control signal flat, not every such curve was filed as active; inconclusive = small, poorly fitted or top-dose-only effect, or effect the other way, or a change in a side signal; the % refers to the signal ratio;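 note: potency is the fitted concentration of half-maximal effect; plate controls were basal doxycycline-induced cells for no effect and cells given 10 µM MG132 for full effect; MG132 reads +100%, hits lower the ratio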
#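 TMD8 human ABC-DLBCL cells with doxycycline-inducible IκBα–green luciferase fusion and unfused red luciferase, in 0.5% FBS medium; compounds up to 46 uM, 4 h at 37C. Green/red luminescence ratio, filter-overlap corrected, fitted to concentration-response curves.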
# Eya2 inh – qHTS Assay for Inhibitors of the Phosphatase Activity of Eya2. Protein phosphatase EYA2 (Homo sapiens), O00167. recombinant Eya2, OMFP fluorescence dephosphorylation (OMFP is methylfluorescein phosphate). Potency, µM (highest dose often 76.9 µM), for inactives: at the highest dose activity, negative = inhibition, hits mostly inhibitors. 0.006% of 330,000 active. AID 488837, 2010; note: potency is the fitted concentration of half-maximal effect
# Target sequence (O00167 whole entry, looked up): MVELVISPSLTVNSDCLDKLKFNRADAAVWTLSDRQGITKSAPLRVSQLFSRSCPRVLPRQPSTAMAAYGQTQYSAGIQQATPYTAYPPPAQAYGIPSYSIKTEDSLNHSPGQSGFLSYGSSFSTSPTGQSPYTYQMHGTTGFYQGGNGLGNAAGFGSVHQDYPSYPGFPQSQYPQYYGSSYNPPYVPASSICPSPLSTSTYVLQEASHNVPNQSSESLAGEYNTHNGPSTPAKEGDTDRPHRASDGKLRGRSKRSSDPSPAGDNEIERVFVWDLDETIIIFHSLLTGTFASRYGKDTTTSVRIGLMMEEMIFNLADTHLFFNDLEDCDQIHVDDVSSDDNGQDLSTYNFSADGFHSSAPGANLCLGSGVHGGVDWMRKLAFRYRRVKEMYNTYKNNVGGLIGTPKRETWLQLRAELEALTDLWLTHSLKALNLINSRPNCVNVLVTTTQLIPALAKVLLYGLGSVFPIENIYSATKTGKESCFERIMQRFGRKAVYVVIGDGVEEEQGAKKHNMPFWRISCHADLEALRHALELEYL
#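 Eya2 protein (added as 0.2 uM solution) was preincubated with compound for 10 min at ambient temperature in 50 mM HEPES pH 7.5, 50 mM NaCl, 5 uM MgCl2, 0.05% BSA, 1 mM DTT. OMFP (added at 50 uM) then reacted 10 min; fluorescence read at 485/525 nm.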
# KCNH2 3.1 block – qHTS for Inhibitors of KCHN2 3.1: Mutant qHTS. U2OS KCNH2 3.1, thallium flux FluxOr; stronger effect = lower value. activity change, % (tested at about 1.8 µM). Potassium voltage-gated channel subfamily H member 2, brain isoform KCNH2 3.1 (human). 0.95% of 340,000 active;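 active = maximum activity change below -70%; inconclusive = maximum activity change from -70% to -50%; inactive = maximum activity change above -50%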;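 note: thallium influx rate constant from kinetic fluorescence after stimulation buffer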
#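 FluxOr-based Tl+ influx in U2OS cells transduced with KCNH2 3.1 virus; rate constants normalized to DMSO controls.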
# hERG WT inh – qHTS for Inhibitors of KCHN2 3.1: Wildtype qHTS. Voltage-gated inwardly rectifying potassium channel KCNH2 (Homo sapiens), Q12809. 0.37% of 340,000 active. U2OS, BacMam KCNH2, thallium flux FluxOr; stronger effect = lower value. activity change, % at 1.84 µM. AID 720551, 2013;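 active = maximum activity change below -70%; inconclusive = maximum activity change between -70% and -50%; inactive = maximum activity change above -50%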
#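 U2OS cells were transduced with wild-type KCNH2 virus (2.03 x 10^8 / mL) for 4 h at room temperature, then cultured overnight at 37 C. Thallium flux was read with FluxOr dye. Rate constants were normalized to DMSO controls.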
# The depositor's hits bear a star; u = inconclusive; x = not tested or not shown. Unless noted, calls come from the whole dose curve; as a rule, active = well fitted curve in the direction sought with a large enough effect; inconclusive = small, poorly fitted or top-dose-only effect, or another doubt; inactive = no such curve, though single readings can be large; an effect the other way counts as inactive or inconclusive. Unless noted, % is set by controls: 0 for no effect and ±100 for the full control effect.
SMILES,PKM2 act,USP2a block,Coupling enz,uPA surface inh,B2AR arrestin,GALK inh,Giardia kill,Chronic BCR inh,Eya2 inh,KCNH2 3.1 block,hERG WT inh
COc1ccc(OCC(=O)NNc2c3ccccc3nc3ccccc23)cc1,-2%,1%,1,-8%,-0.1%,0%,-3,u,9%,1,2
CCOc1ccc(C2CC(c3cccc(OC)c3)n3nc(N)nc3N2)cc1 (stereo not given),1%,1%,1,-1%,-0.1%,-2%,u,-7%,2%,-3,-1
CCOC(=O)Cn1nc(CC)c2ccccc2c1=O,1%,1%,2,7%,0.5%,-1%,4,6%,-7%,3,10
O=C(NC(=S)Nc1ccc2oc(=O)ccc2c1)c1cc2ccccc2o1,0%,-1%,0,0%,-0.7%,x,-12,-4%,-3%,4,-8
CC(=O)Nc1cc2c(cc1NC(=O)Cn1nc(-c3ccccc3)ccc1=O)OCCO2,x,0%,0,5%,-0.8%,1%,9,1%,-1%,-21,-4
CCOc1ccc(NCc2nnc(SCC(=O)Nc3nc(-c4ccccc4)cs3)n2-c2ccccc2)cc1,-3%,2%,-1,7%,-0.3%,0%,1,-1%,-3%,-10,2
CCN(CC)S(=O)(=O)c1ccc(N2CCCC2)c(C(=O)OCC(=O)Nc2cc(C)on2)c1,-1%,7%,1,3%,0.2%,-3%,-6,u,-10%,1,-7
CCCCc1cc2ccccc2c(OCCN(C)C)n1,x,-1%,1,7%,0.1%,x,11,u,7%,-18,26
Cc1ccc2nc(-c3cc(-c4ccccc4)no3)cn2c1,-1%,-1%,-5,-5%,-0.4%,-1%,u,u,-2%,2,-10
CCOC(=O)CSc1nc(N)c2c3c(sc2n1)CCCC3,-5%,-2%,0,-5%,-0.1%,2%,5,u,9%,13,-3
Cn1ccnc1SCC(=O)Nc1ccc2c(c1)OCCO2,-12%,-2%,x,-28%,-0.1%,-5%,-14,-8%,-15%,-14,0
COc1ccc(SCC(=O)Nc2ccccc2Cl)cc1,0%,-1%,1,-2%,-0.5%,-2%,-17,0%,-8%,-1,-7
CC1CCN(c2cc(N3CCN(C(=O)c4ccc(F)c(F)c4)CC3)c([N+](=O)[O-])cc2F)CC1,-2%,2%,-4,-2%,-2.0%,x,10,6%,-4%,-3,3
CCCCn1c(N)c(Sc2ccc(C)cc2)c(=O)[nH]c1=O,16µM*,1%,-2,-2%,0.3%,-3%,-16,0%,23%,-3,11
O=C(Nc1ccc2oc(-c3cccnc3)nc2c1)c1ccc(Br)o1,9%,4%,-18,7%,0.5%,-2%,-13,-1%,8%,0,17
Cc1nc(-c2ccccc2)c(Cc2ccccc2O)c(=O)[nH]1,-6%,-1%,3,0%,-0.3%,6%,10,0%,-21%,2,1
CSc1ccc(CN2CCN(C(=O)c3ccc([N+](=O)[O-])cc3)CC2)cc1,1%,1%,5,-3%,0.0%,3%,6,u,-6%,-9,38
CC(C)NC(=O)CSCc1ccccc1Cl,3%,0%,0,-2%,-0.1%,1%,-3,-1%,5%,11,-23
COC(=O)C(Cc1ccccc1)NC(=O)CNC(=O)c1sc2ccccc2c1Cl (stereo not given),2%,3%,0,3%,-0.2%,14%,14,1%,-3%,-12,-3
O=C(CN1CCCCC1)NCC(=O)Nc1ccc(F)c(F)c1F,x,-5%,x,-2%,-0.1%,x,-17,0%,0%,10,-6
CC1(C)OC(C(=O)NC2CCCCC2)C(C(=O)NC2CCCCC2)O1 (stereo not given),-2%,0%,0,-2%,-0.8%,2%,6,0%,13%,4,-2
Cc1ccc(CNC(=O)c2ccccc2NC(=O)CN2CC(C)OC(C)C2)cc1 (stereo not given),-4%,2%,-1,0%,0.3%,-2%,9,2%,0%,-9,-10
COc1ccccc1NC(=O)C(C)OC(=O)Cn1cnc2c1c(=O)n(C)c(=O)n2C (stereo not given),x,0%,x,-5%,-0.5%,x,15,-1%,2%,1,6
Cc1ccc(S(=O)(=O)N2CCN(C(=O)CCC(=O)NCc3cccc(C(F)(F)F)c3)CC2)cc1,x,-1%,x,4%,-0.3%,x,-20,9%,-18%,-8,31
CSc1nc2sc3c(c2c(=O)n1C)CCC(C)C3 (stereo not given),4%,1%,7,-11%,0.3%,-2%,-1,-1%,1%,13,-7
SMILES,PKM2 act,USP2a block,Coupling enz,uPA surface inh,B2AR arrestin,GALK inh,Giardia kill,Chronic BCR inh,Eya2 inh,KCNH2 3.1 block,hERG WT inh
CCc1ccc(NC(=O)COC(=O)/C(=C/c2ccccc2OC)c2ccccc2)cc1,5%,-1%,2,11%,0.1%,-6%,12,-1%,-1%,-24,10
Cc1ccc([N+](=O)[O-])cc1N(CC(=O)NC1CCCC1)S(C)(=O)=O,14%,0%,-1,x,-0.1%,2%,10,5%,9%,-5,-1
COc1ccc(NC(=O)c2cc(-c3ccco3)on2)cc1,-2%,8%,2,0%,0.4%,6%,-5,u,-7%,-2,4
CCOC(=O)C1=CN(Cc2cccc(F)c2)S(=O)(=O)N(CC)C1c1ccc(F)c(Cl)c1 (stereo not given),x,-4%,x,4%,5.2%,x,6,u,5%,19,-1
O=C1CSC(=S)N1/N=C/c1cccnc1,-5%,0%,2,-3%,-0.6%,3%,-6,-6%,-8%,-11,-5
CC(C)CNC(=O)c1ccccc1NC(=O)CSCc1ccccc1,-19%,0%,7,9%,-0.3%,3%,-9,-4%,4%,-1,-4
CCOCCCn1c(=N)c(S(=O)(=O)c2ccc(C)cc2)cc2c(=O)n3cc(C)ccc3nc21,x,3%,-3,-5%,-0.1%,-2%,-21,-6%,-5%,-3,2
CCn1nc(C)c(CNC(=O)C2CCC(=O)N(Cc3ccc(Cl)cc3)C2)c1C (stereo not given),3%,-1%,x,0%,0.0%,-1%,6,-1%,1%,14,6
Cc1cc(C)c(OCC(=O)N/N=C/c2ccc3c(c2)OCO3)c(C)c1,-5%,0%,-2,-11%,-0.6%,2%,-11,0%,1%,-10,-14
CCCC(C(=O)Nc1ccncc1)c1ccccc1 (stereo not given),-2%,0%,x,-1%,0.0%,4%,-14,-7%,8%,4,-15
Cc1ccsc1C(=O)NC(C)c1ccccc1 (stereo not given),-2%,1%,1,0%,-0.5%,-1%,8,-7%,2%,-21,5
CC(=O)C(C)Oc1ccc2c3c(c(=O)oc2c1C)CCCC3 (stereo not given),-20%,2%,3,-14%,-0.7%,-1%,-9,-1%,-40%,-1,-10
CCC(C)[C@H](NC(=O)[C@@H]1CSC2c3ccccc3C(=O)N21)C(=O)NCc1ccco1 (stereo not given in full),x,5%,1,0%,-0.9%,-1%,-3,2%,11%,-14,-6
Cc1ccccc1C(=O)N1CCN(c2ccc(NC(=O)c3cccnc3)cc2)CC1,1%,-1%,0,3%,0.0%,1%,-3,u,22%,4,2
CNC(=S)NNC(=O)c1cccn(Cc2cccc(Cl)c2)c1=O,0%,-1%,3,x,-1.2%,1%,-10,1%,15%,-7,9
O=C(COC(=O)c1cc2ccccc2cc1O)NCc1ccccc1,x,2%,x,-2%,0.2%,x,4,3%,-1%,3,2
O=C(NC1CCCC1)C(c1ccc(Cl)cc1)N(C(=O)c1csnn1)C1CC1 (stereo not given),1%,-4%,-1,8%,0.0%,-3%,-9,8%,6%,-8,7
CCOC(=O)n1cc(C(=O)c2ccccc2O)cn1,-3%,-2%,4,3%,0.3%,-3%,-6,u,2%,-15,-5
COc1ccc(C(=O)/C=C/Nc2ccc(NC(C)=O)cc2)cc1OC,4%,2%,-1,x,-0.8%,-2%,-6,-4%,-10%,-3,4
COC(=O)c1[nH]c(C)c(/C(O)=C2\C(=O)C(=O)N(CCN3CCOCC3)C2c2cccs2)c1C (stereo not given),0%,5%,3,-1%,-0.3%,5%,-7,1%,4%,-7,-3
COc1ccccc1CNC(=O)c1cccc2c1C(=O)N(Cc1cccnc1)C2,5%,13%,2,7%,0.2%,1%,-13,1%,4%,-3,4
CCCn1c(N)c(C(=O)COC(=O)/C=C/c2ccc(OC(F)F)c(OC)c2)c(=O)[nH]c1=O,x,1%,x,-1%,-0.2%,x,-10,0%,-4%,-5,-1

# Records above marked active in PKM2 act.
Compound | PKM2 act | uPA surface inh | B2AR arrestin | GALK inh | Chronic BCR inh | Eya2 inh
CCCCn1c(N)c(Sc2ccc(C)cc2)c(=O)[nH]c1=O | 16µM* | -2% | 0.3% | -3% | 0% | 23%

# High-throughput results: PubChem BioAssay, National Center for Advancing Translational Sciences (NCATS)
